# Assay outcomes deposited in PubChem by Sanford-Burnham Center for Chemical Genomics.
# MKP-3 inhibition: MKP-3 phosphatase inhibitors, primary screen, biochemical, rat enzyme, in vitro (AID 425); recombinant MKP-3 phosphatase activity, fluorescence; higher % means a stronger effect; inhibition, % at 20 µM; hits with a dose series show IC50 in µM; 110,000 compounds, 0.17% hits; in the data active means inhibition above about 50%;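 further: plate controls were vehicle for no effect and reference inhibitor for full effect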
# Hsp70 displacement: small molecules displacing fluorescent ligand from Hsp70 – biochemical, fluorescence polarization, primary screen (AID 583); Hsp70 fluorescence polarization probe displacement, mP; higher % means a stronger effect; displacement, % at 20 µM, or IC50 in µM where a hit was titrated; 140,000 compounds, 0.06% hits; in the data active means displacement above about 50%;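 further: plate controls were vehicle for no effect and reference ligand for full effect; a part of the inactive calls stands beside numbers as strong as those of hits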
# The depositor's hits bear a star; . = not tested or not shown; & = joins results of further samples. Some of the compounds tested. The share of hits here may be higher or lower than overall.
Hsp70 displacement	MKP-3 inhibition	mol
3.3%	1%	Cc1c(C(=O)Nc2ccccc2C(F)(F)F)cccc1[N+](=O)[O-]
-2.9%	3%	CCCCOCCCNC(=O)Cc1cccs1
-2.0%	5%	COc1ccc(OC)c(C2/C(=C(\O)c3ccc(OC)c(Cl)c3)C(=O)C(=O)N2CCN(C)C)c1 (stereo not given)
-3.5%	.	CCNS(=O)(=O)c1ccc(Br)c(OC)c1
7.3%	2%	COc1ccc(/C=C/C(=O)NC(=S)n2cnc3ccccc32)cc1OC
1.2%	4%	CC(C)c1nc2n[nH]c(N)c2c2c1CCCC2
-0.8%	3%	CCc1ccc(S(=O)(=O)Nc2ccccc2OC)cc1
4.7%	.	O=C(Nc1ccccc1)N1CCN(c2cccc(C(F)(F)F)c2)CC1
-3.0%	.	CCN(C(=O)c1c(C)cc(=O)oc1C)c1ccc2c(c1)OCO2
2.4%	2%	COc1ccccc1C(=O)NC(NC(=O)c1ccccc1OC)c1ccc(F)cc1
5.1%	.	Cc1csc(N(C(=O)c2ccc(S(=O)(=O)N(C)C)cc2)c2ccccc2)n1
6.1%	0%	O=c1[nH]c2ccc(S(=O)(=O)NCc3ccccn3)cc2s1
4.1%	-2%	O=C(NCc1ccc(F)cc1)C1C2C=CC3(CN(Cc4cccnc4)C(=O)C13)O2 (stereo not given)
-6.3%	-5%	CCOc1cc(-c2nc(-c3ccc(C)nc3OCC)no2)cc(OCC)c1OCC
5.5%	.	O=C(O)CCCN=C1CCCc2ccccc2N1
0.6%&5.4%	-2%&1%	N#CC(C(N)=O)=C1CCC2(CC1)OCCCCO2
-3.9%	.	COc1cccc(/C=N/n2c(=S)n(C)c3cc(C)c(C)cc32)c1OC
-2.7%	4%	CCc1ccc(NC(=O)COc2cccc(C)c2C)cc1
3.4%	-14%	CCc1ccc(CCC(=O)Nc2nnc(C)s2)o1
-4.0%	5%	COc1ccccc1C1Nc2ccc(C(=O)c3ccccc3)cc2NC2=C1C(=O)CCC2 (stereo not given)
1.9%	0%	COc1cccc(NC(=O)CCCN2C(=O)c3cccc4cccc(c34)C2=O)c1
-1.5%	4%	O=C(CC1Oc2ccccc2NC1=O)NCCCN1CCN(C2CCCCC2)CC1 (stereo not given)
2.8%	0%	NC12CC3CC(C1)CC(CC(=O)O)(C3)C2
8.5%	1%	O=[n+]1cc(-c2cc3ccccc3o2)n([O-])c2c1CCCC2
7.5%	-1%	O=C(CCSc1nnnn1-c1ccccc1)N1CCOCC1
0.2%	-2%	CC(=O)N1CCc2cc(S(=O)(=O)CCC(=O)Nc3cccc(F)c3)ccc21
6.8%	-10%	CCOC(=O)CC(NC(=O)c1ccco1)c1ccccc1Cl (stereo not given)
-2.3%	.	Cc1ccc(C2CC2C(=O)NNC(=S)Nc2ccc(Cl)cc2)cc1 (stereo not given)
0.2%	.	COc1ccccc1C(=O)Nc1ccc(N2CCCCC2)cc1
4.9%&-8.3%	0%	COc1ccccc1NC(=O)CCCC(=O)OCC(F)(F)C(F)F
2.1%	0%	COc1cc2c(cc1NC(=O)COc1ccccc1OC)oc1ccccc12
-2.3%	.	CCOC(=O)CSc1nc(-c2ccccc2)nc2c1oc1ccccc12
-2.6%	3%	Cc1cc(NS(=O)(=O)c2ccccc2[N+](=O)[O-])no1
-2.7%	-2%	COc1ccc(C(=O)NCCc2nnc(SCC(=O)Nc3ccccc3)n2C)cc1
-0.4%	2%	CNc1nc(-c2ccccc2O)nc(-c2ccccc2O)n1
-3.0%	0%	CC(=O)c1ccc(NC(=O)C2CC(=O)N(C3CCCCC3)C2)cc1 (stereo not given)
-6.0%	5%	Cc1cc(Cl)ccc1NC(=O)CSCc1cccc(Br)c1
8.0%	-6%	CC1(C)CC(=O)C=C(N2CCNCC2)C1
3.4%	4%	CCOC(=O)c1cnc(C(C)(C)C)[nH]c1=O
-1.1%	1%	COC(=O)c1ccccc1NC(=O)CSc1nnc(-c2cccc(NC(C)=O)c2)n1C

# Quoted at random: 6 records from the list, in no set order.
Hsp70 displacement	MKP-3 inhibition	mol
1.9%	0%	COc1cccc(NC(=O)CCCN2C(=O)c3cccc4cccc(c34)C2=O)c1
-3.0%	0%	CC(=O)c1ccc(NC(=O)C2CC(=O)N(C3CCCCC3)C2)cc1 (stereo not given)
2.1%	0%	COc1cc2c(cc1NC(=O)COc1ccccc1OC)oc1ccccc12
8.0%	-6%	CC1(C)CC(=O)C=C(N2CCNCC2)C1
-2.3%	.	Cc1ccc(C2CC2C(=O)NNC(=S)Nc2ccc(Cl)cc2)cc1 (stereo not given)
6.8%	-10%	CCOC(=O)CC(NC(=O)c1ccco1)c1ccccc1Cl (stereo not given)

# Additional compounds
Hsp70 displacement	MKP-3 inhibition	mol
.	-3%	CCCCSCCCNC(=O)Nc1cccc(OC)c1
9.3%	-3%	O=C(O)c1ccc2nc(C(F)(F)F)[nH]c2c1
2.6%	-15%	N#Cc1c2n(c3c(=O)[nH]cnc13)CCCC2
-4.9%	3%	Cn1nnnc1SCC(=O)Nc1ccccc1-c1ccccc1
-1.7%	3%	CCOc1ccccc1C1Nc2ccccc2NC2=C1C(=O)CC(c1ccc(OC)c(OC)c1)C2 (stereo not given)
-20%	0%	COc1ccc(CCNC(=O)/C=C/c2ccc3c(c2)OCO3)cc1OC
-2.9%	4%	Oc1ccccc1CNC12CN3CN(CN(C3)C1)C2
-3.4%&-0.9%	-6%&0%	CN(C)c1ccc(C2CC(=O)NC3=C2C(=O)CC(C)(C)C3)cc1 (stereo not given)
-2.9%	5%	C=CCOc1ccc(/C=C2\C(=O)N(c3ccc(S(N)(=O)=O)cc3)N=C2C)cc1OC
-1.9%	-3%	COc1ccc(C(=N/O)/C(=N/O)c2ccc(OC)cc2)cc1
0.2%	3%	COc1cccc(CNC(=O)C2CCCN(S(C)(=O)=O)C2)c1 (stereo not given)
1.0%	-3%	COc1cccc(C(c2sc3ncnn3c2O)N2CCc3ccccc3C2)c1 (stereo not given)
-1.1%	-5%	Cc1nc2ccc(S(=O)(=O)NCC(=O)N3CCC(C)CC3)cc2s1
6.3%	.	O=C(N/N=C1\CCCc2ccccc21)c1ccc([N+](=O)[O-])cc1Cl
-0.9%	0%	COc1ccc(S(=O)(=O)N(CC(=O)Nc2cccc(Cl)c2C)c2cc(C)cc(C)c2)cc1OC
2.4%	-1%	O=C(N1CCSCC1)C(F)(F)C(F)(F)C(F)(F)C(F)(F)F
8.0%	-12%	CCCc1cc(=O)oc2cc(C)c3c(C)coc3c12
-2.1%	4%	CCC(=O)c1ccc(N2CCN(C(=O)c3cc(F)c(F)cc3Cl)CC2)c(F)c1
-2.3%	-2%	CCOc1ccc(NC(=O)CSc2nnc(COc3c(C)cccc3C)o2)cc1
1.8%	8%	O=C(O)c1cccc(Nc2nc(-c3ccc(Cl)cc3)cs2)c1

# Complete entries from above. Order of values: Hsp70 displacement | MKP-3 inhibition
# `O=C(O)CCCN=C1CCCc2ccccc2N1` is listed as 5.5% | .
# `CCc1ccc(S(=O)(=O)Nc2ccccc2OC)cc1` is listed as -0.8% | 3%
# `COc1ccccc1C1Nc2ccc(C(=O)c3ccccc3)cc2NC2=C1C(=O)CCC2` (stereo not given) is listed as -4.0% | 5%
# `CNc1nc(-c2ccccc2O)nc(-c2ccccc2O)n1` is listed as -0.4% | 2%

# Another view of two compounds above:
SMILES: COc1cccc(C(c2sc3ncnn3c2O)N2CCc3ccccc3C2)c1 (stereo not given)
  Hsp70 displacement: 1.0%; MKP-3 inhibition: -3%
SMILES: Cc1nc2ccc(S(=O)(=O)NCC(=O)N3CCC(C)CC3)cc2s1
  Hsp70 displacement: -1.1%; MKP-3 inhibition: -5%

# Additional results
Hsp70 displacement	MKP-3 inhibition	mol
4.1%	.	COc1cc(O)c(C(C)=O)cc1OC
2.3%	-2%	CC(=O)CC(=O)NCc1ccc(F)cc1
-0.3%	-7%	CCSc1nsc(SCC)c1C(N)=O
-4.0%	.	CC(C)C(=O)Nc1ncc2c(n1)CC(c1cccs1)CC2=O (stereo not given)
2.9%	0%	Nc1nc(C(=O)N2CCOCC2)nn1S(=O)(=O)c1ccc(Cl)cc1
-0.2%	5%	CN(C(=O)c1ccc(C(=O)N(C)c2ccc(O)cc2)cc1)c1ccc(O)cc1
3.8%	.	COc1ccc(NC2=NCC(=O)N2c2ccccc2F)cc1
0.0%	5%	CC1=C(C(=O)OCCOc2ccccc2)C(c2ccc([N+](=O)[O-])cc2)C2=C(CCCC2=O)N1 (stereo not given)
19%	5%	Oc1cccc(C=NCc2ccccc2)c1O
7.1%	0%	Cc1ccccc1NC(=O)CCN1CCN(Cc2ccccc2)CC1
2.2%	-4%	Cc1oc2ccc(OCc3ccc(F)cc3)cc2c1C(=O)O
6.7%	-5%	COc1cc(C=Nc2c(C)n(C)n(-c3ccccc3)c2=O)c([N+](=O)[O-])cc1OC
-6.1%	0%	CCn1c2ccccc2c2cc(CNC(C)COC)ccc21 (stereo not given)
-2.4%	.	c1ccc2cc(OCc3nc4ccccc4[nH]3)ccc2c1
7.0%	6%	Cc1ccc(-c2cc(C(=O)O)c3cc(Br)ccc3n2)o1
2.5%	-2%	O=[N+]([O-])c1cc(C(F)(F)F)ccc1NCCCCNS(=O)(=O)c1ccccc1
-5.3%	-10%	CCOC(=O)C1CCN(C(=O)c2ccc(Cl)c(S(=O)(=O)N3CCOCC3)c2)CC1
-1.6%	-5%	COc1ccc(-c2cc(C(F)(F)F)nc(SCC(=O)Nc3cc(C)on3)n2)cc1OC
-4.9%	5%	COc1ccc(N2C(=O)/C(=C/c3cn(-c4ccccc4)nc3-c3cccs3)SC2=S)cc1
7.8%	-15%	CSc1ccccc1NC(=O)c1cccnc1
6.7%&6.2%	-10%&4%	O=C(NCC1CCCO1)c1ccc(S(=O)(=O)N2CCCCC2)cc1 (stereo not given)
5.7%	-1%	COc1cccc2cc(C(=O)N3CCN(C/C=C/c4ccccc4)CC3)c(=O)oc12
-1.1%	0%	O=C(O)C1C2C=CC(O2)C1C(=O)NCCc1ccccc1 (stereo not given)
2.7%	-9%	O=C1C2C3C=CC(C3)C2C(=O)N1CC1CCCO1 (stereo not given)
2.3%	1%	CCOC(=O)/C(C#N)=C/c1ccc(N2CCN(CCN3C(=O)c4cccc5cccc(c45)C3=O)CC2)cc1
0.6%	-3%	O=S(=O)(c1ccccc1)c1ccc(NCc2ccco2)cc1
3.8%	.	CC1(C)Cc2nc3nc(SCC(=O)NCCc4ccccc4)n(-c4ccccc4)c(=O)c3cc2CO1
-0.2%	-1%	CCOc1ccc(NC(=O)c2oc3ccccc3c2NC(=O)C2CC2)cc1
0.4%	-2%	O=C(CN(c1cccc([N+](=O)[O-])c1)S(=O)(=O)c1ccccc1)N1CCOCC1
-0.5%	3%	N#C/C=C1\n2c(nc3ccccc32)OC12CCCCC2
-2.9%&0.4%	-1%	Cc1cc(=O)oc2ccc(OCC(=O)O)cc12
-3.0%	7%	COc1ccc(-c2ccc(/C=C3\C(=O)NC(=O)N(c4ccc(Cl)cc4)C3=O)o2)c([N+](=O)[O-])c1
6.3%	5%	CC1(C)CC(=O)C=C(N2CCN(C3=CC(=O)CC(C)(C)C3)CC2)C1
-2.3%	-3%	COc1cccc(C2/C(=C(\O)c3ccc4c(c3)OCCO4)C(=O)C(=O)N2CCCN(C)C)c1OC (stereo not given)
2.7%	0%	Cc1nn(-c2ccccc2)c(C)c1Sc1ccc(Br)cc1
1.7%	-11%	Cc1ccc(S(=O)(=O)NCC(=O)N(CC(=O)NCC2CCCO2)C2CCCC2)cc1 (stereo not given)
-3.0%	-4%	O=C(CN1C(=O)CCS(=O)(=O)c2ccccc21)NCc1ccccc1
0.2%	-1%	CN(C)S(=O)(=O)NCC(=O)NN=Cc1ccncc1
3.2%	.	CNC(=O)COC(=O)c1[nH]c(C)c(C(C)=O)c1C
-1.1%	1%	Cc1ccc(C(C)C)c(OCCOc2ccc(Cl)cc2/C=N/n2cnnc2)c1
1.4%&-3.7%	-3%	COc1ccc(C2C(C(C)=O)=C(Nc3ccccc3)CC(C)(O)C2C(C)=O)cc1OC (stereo not given)
1.7%	3%	C/C(=N\OCc1nc2c3c4c(sc3ncn2n1)C(C)(C)NC(C)(C)C4)c1ccc(Br)cc1
4.6%	.	CC1CCCC(n2c(=S)[nH]c3ccccc3c2=O)C1C (stereo not given)
5.7%	-11%	CNc1nc(SCc2ccccc2)nc(N2CCOCC2)n1
-7.9%	-3%	O=P(c1cccs1)(c1cccs1)c1cccs1
16%	6%	COc1ccc(S(=O)(=O)C(C#N)c2nc3ccccc3nc2N2CCCCC2)cc1 (stereo not given)
6.4%	-10%	COCCn1c(SCC(=O)c2ccccc2)nc2c(c1=O)SC(C)C2 (stereo not given)
1.3%	1%	CCN(CC)c1ccc(NC(=O)Nc2ccccc2)cc1
2.1%	-3%	COc1ccccc1Nc1nc2ccccc2[nH]1
3.7%&2.3%	-7%&2%	CCOC(=O)CN1C(=O)C(O)(CC(=O)c2ccco2)c2ccccc21 (stereo not given)
2.3%	4%	CCOC(=O)N1CCN(c2c(NCCc3ccc(OCC)c(OCC)c3)c(=O)c2=O)CC1
.	2%	COc1ccccc1S(=O)(=O)Cc1ccc(C(=O)N2CCN(c3ccc(C)cc3)C(C)C2)o1 (stereo not given)
-7.8%	18%	CC1(C)CC(=O)c2sc(NC(=O)c3ccco3)nc2C1
-0.1%	.	O=C(Nc1ccc2c(c1)C(=O)N(CC1CCCO1)C2=O)c1cccc(Br)c1 (stereo not given)
0.2%	-13%	Cc1ccc(S(=O)(=O)N2CCCN(S(=O)(=O)c3ccc4c(c3)OCCO4)CC2)cc1
1.3%	-10%	COc1ccc(Nc2ncnc3c2cnn3Cc2ccccc2)cc1OC
0.7%	-12%	COC(=O)COc1ccc(S(=O)(=O)Nc2ccc(C(N)=O)cc2)cc1Cl
0.8%	0%	Cc1nnc(Nc2ccc(C(=O)N3CCOCC3)cc2)c2ccccc12
5.4%	4%	O=C(CN1CCN(C(=O)c2ccco2)CC1)Nc1ccccc1-c1ccccc1
3.0%	-2%	CCSc1nc2c(c(=O)[nH]c(=O)n2C)n1Cc1ccc(Cl)cc1
